Source: PubChem BioAssay (several laboratories)
CCHFV vOTU inh: CCHFV vOTU protease inhibition | inhibition, % at 11.5 µM | 370,000 compounds, 0.55% hits | Pep-AMC fluorescence; in the data active = inhibition above about 30%; also: 0% = vehicle wells with enzyme and 100% = no enzyme wells
3CLpro inhibitor: SARS-CoV 3CLpro protease inhibition; P0C6X7; recombinant SARS-CoV 3CLpro, quenched FRET peptide cleavage; inhibition, % at 6 µM; 290,000 compounds, 0.14% hits; AID 1706; in the data active = inhibition above about 12%
TcdB GH inh: blocks C. difficile toxin B glycohydrolase activity | 350,000 compounds, 0.24% hits | P18177 | TcdB glycohydrolase enzymatic assay, plate reader | inhibition, % at 9.99 µM; in the data active = inhibition above about 10%
Target sequence (P18177 whole entry, looked up): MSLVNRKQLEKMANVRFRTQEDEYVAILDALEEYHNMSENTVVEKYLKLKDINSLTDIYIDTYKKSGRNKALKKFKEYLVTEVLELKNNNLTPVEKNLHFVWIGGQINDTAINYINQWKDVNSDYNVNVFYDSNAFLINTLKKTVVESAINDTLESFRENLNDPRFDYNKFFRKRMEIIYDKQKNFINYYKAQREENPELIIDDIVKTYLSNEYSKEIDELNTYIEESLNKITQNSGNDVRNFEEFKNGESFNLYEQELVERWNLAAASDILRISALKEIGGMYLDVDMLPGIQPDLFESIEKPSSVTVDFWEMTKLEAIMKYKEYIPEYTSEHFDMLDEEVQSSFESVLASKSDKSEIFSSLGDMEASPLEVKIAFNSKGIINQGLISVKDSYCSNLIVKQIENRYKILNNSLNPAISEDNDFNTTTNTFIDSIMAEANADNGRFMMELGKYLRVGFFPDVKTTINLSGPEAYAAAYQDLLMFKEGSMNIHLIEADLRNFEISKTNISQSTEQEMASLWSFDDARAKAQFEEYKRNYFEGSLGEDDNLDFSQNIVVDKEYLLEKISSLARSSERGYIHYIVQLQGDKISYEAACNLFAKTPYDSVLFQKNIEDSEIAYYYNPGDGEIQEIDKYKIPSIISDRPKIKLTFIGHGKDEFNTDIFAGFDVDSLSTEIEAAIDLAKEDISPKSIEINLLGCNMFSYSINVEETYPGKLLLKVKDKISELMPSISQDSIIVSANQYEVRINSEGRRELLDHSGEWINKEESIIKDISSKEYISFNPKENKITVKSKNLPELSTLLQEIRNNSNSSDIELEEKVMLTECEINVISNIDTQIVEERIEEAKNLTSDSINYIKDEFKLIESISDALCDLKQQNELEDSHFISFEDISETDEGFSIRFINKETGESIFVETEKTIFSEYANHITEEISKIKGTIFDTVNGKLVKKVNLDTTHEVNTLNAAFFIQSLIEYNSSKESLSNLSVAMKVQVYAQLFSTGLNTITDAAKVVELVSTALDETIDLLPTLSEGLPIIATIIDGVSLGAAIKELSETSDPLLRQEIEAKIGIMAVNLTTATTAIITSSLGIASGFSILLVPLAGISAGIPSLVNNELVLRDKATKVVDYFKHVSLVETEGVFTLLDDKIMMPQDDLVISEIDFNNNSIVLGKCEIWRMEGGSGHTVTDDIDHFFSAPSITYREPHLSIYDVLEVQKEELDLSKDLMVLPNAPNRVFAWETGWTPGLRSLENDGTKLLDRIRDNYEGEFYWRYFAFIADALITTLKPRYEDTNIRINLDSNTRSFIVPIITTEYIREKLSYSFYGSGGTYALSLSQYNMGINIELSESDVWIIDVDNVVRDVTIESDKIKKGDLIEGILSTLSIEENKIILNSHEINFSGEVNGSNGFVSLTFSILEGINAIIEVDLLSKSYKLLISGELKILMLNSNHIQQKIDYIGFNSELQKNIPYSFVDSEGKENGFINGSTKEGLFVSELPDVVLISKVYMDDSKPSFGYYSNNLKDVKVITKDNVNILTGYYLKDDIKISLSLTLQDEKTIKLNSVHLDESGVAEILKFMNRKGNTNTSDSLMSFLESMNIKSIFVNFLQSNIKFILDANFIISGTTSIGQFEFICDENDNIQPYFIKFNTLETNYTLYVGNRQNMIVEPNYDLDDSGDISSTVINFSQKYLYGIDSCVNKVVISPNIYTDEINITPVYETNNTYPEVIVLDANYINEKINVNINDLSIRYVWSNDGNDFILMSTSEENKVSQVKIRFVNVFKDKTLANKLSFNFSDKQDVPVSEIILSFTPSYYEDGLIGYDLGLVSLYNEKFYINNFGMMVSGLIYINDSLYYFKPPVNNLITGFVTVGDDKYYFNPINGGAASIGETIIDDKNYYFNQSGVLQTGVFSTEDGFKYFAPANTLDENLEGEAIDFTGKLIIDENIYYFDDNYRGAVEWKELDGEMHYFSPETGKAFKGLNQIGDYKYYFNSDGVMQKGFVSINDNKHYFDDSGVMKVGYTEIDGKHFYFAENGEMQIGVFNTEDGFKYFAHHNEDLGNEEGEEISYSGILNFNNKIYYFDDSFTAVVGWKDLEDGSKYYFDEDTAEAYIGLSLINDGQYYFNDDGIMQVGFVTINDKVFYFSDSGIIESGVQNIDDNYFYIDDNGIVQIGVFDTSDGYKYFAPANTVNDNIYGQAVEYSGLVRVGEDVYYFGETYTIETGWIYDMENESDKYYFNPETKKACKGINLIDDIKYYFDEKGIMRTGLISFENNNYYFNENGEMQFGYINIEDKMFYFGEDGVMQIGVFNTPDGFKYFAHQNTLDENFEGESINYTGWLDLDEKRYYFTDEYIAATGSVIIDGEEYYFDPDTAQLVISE
Rv3671c protease: Rv3671c (M. tuberculosis) protease inhibition; 320,000 compounds, 0.048% hits; P9WHR9; AID 2606; inhibition, % at 5.96 µM; in the data active = inhibition above about 38%;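 also: extracellular domain of Rv3671c used as enzyme; 0% = enzyme with DMSO and 100% = no enzyme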
VHR inh abs: DUSP3 (human) phosphatase inhibition; P51452; recombinant VHR phosphatase, pNPP absorbance; 290,000 compounds, 0.52% hits; inhibition, % at 13.3 µM; in the data active = inhibition above about 50%; also: some compounds called inactive have numbers as strong as hits
Y pestis TopoI: blocks Yersinia pestis topoisomerase I activity; Y. pestis Topo-I cleavage product accumulation, plate reader; activity, % at 10 µM; 360,000 compounds, 0.064% hits; AID 504884; in the data active = activity above about 50%, passing the limit was not always enough; also: inactives centre near 2
PrPC surface inh: cell surface PrPC inhibition, primary TR-FRET screen | P04156 | TR-FRET read-out | inhibition, % at 13.8 µM | 370,000 compounds, 0.43% hits | AID 720596; in the data active = inhibition above about 24%; also: 0% = median of the test wells and 100% = reference compound wells
MazEF act: activators of E. coli MazEF toxin-antitoxin RNase; P0AE70; FAM/BHQ RNA-DNA oligo cleavage fluorescence, 5 h; activation, % at 20 µM; 350,000 compounds, 0.32% hits; in the data active = activation above about 50%
PriA SSB inh: K. pneumoniae PriA-SSBct interaction inhibition | AID 1272365 | inhibition, % at 33 µM | 430,000 compounds, 0.6% hits | AlphaScreen SSBct-PriA binding, biotinylated peptide; in the data active = inhibition mostly above about 37%, no sharp cut-off; inactive = mostly below about 20%;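 also: plate controls were negative control peptide for no effect and reference peptide for full effect; strong numbers were not always called active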
Vc quorum ag: induces V. cholerae light production without autoinducers. activation, % at 18.7 µM. 350,000 compounds, 0.16% hits. AID 588436. V. cholerae BH1578 lux reporter, luminescence, 6 h; in the data active = activation mostly above about 9.7%, no sharp cut-off; also: not every result past the cut was called active; inactives centre near 0; reference of the scale not given here
* = called active by the depositor; i = inactive; / = no result given.

SMILES	CCHFV vOTU inh	3CLpro inhibitor	TcdB GH inh	Rv3671c protease	VHR inh abs	Y pestis TopoI	PrPC surface inh	MazEF act	PriA SSB inh	Vc quorum ag
CCc1ccc(N2CC(C(=O)N(CC)CC(=O)Nc3c(F)cccc3F)CC2=O)cc1 (stereo unspecified)	-17	/	1.1	/	/	-11	3	6	/	1.4
CCOc1ccc(S(=O)(=O)Nc2cc(F)ccc2F)c2cccnc12	18	3	0.8	-5	30	4	3	3	-9	-0.3
Cc1ccc(CNS(=O)(=O)c2ccc(CN3C(=O)c4cccnc4C3=O)cc2)o1	8	1	-3.0	-2	4	0	-1	1	-4	-0.2
O=C(COC(=O)Cc1ccc(S(=O)(=O)N2CCOCC2)s1)NCc1ccccc1	-9	3	/	2	22	-5	-1	1	-19	-0.5
CC(C)(C)NC(=O)NC(=O)COC(=O)C1CC(=O)N(Cc2ccccc2)C1 (stereo unspecified)	22	-1	/	-3	4	5	0	3	-18	/
Cc1c(C(=O)NCC(C)C)sc2nc(-c3ccc(F)cc3)cn12	12	-1	1.4	-3	13	-2	-1	9	1	-0.3
Cc1noc(C)c1C(=O)Nc1ccccn1	-7	-3	/	-1	-14	-4	6	-4	-8	-1.4
CCCN(Cc1cc2ccccc2[nH]c1=O)C(=O)c1cccc([N+](=O)[O-])c1	12	1	0.4	7	22	12	3	2	-11	i
COc1ccc(CC(=O)NC(=S)Nc2ccc(S(=O)(=O)NC(C)(C)C)cc2)cc1	8	-5	/	-3	24	4	6	12	10	i
Cc1ccc(C(=O)NCC(=O)OCC(=O)Nc2ccccc2C#N)s1	16	-1	-0.2	-8	9	3	4	5	-19	i
CCCCN1CC(=O)N2[C@H]3c4ccccc4OC[C@@H]3[C@H](c3ccccc3)[C@]2(C)C1=O	5	/	0.9	2	/	20	7	4	-15	i
CC1(C)CC(=NNC(=O)c2n[nH]c3c2CCC3)CC(C)(C)N1	24	-1	0.2	-3	24	2	14	-3	-2	-0.8
Cc1nc(N2CCN(C(=O)c3ccco3)CC2)nc2c1C(=O)CCC2	23	9	3.3	1	18	22	-2	4	-3	0.3
O=C(O)CCC(=O)N1CCc2cc(S(=O)(=O)NC3CCCC3)ccc21	-8	3	/	-1	6	0	3	-10	-14	i
O=S1(=O)N=C(Oc2cccc3ccccc23)c2ccccc21	2	-3	-0.2	4	-12	5	5	1	-4	i
C#CCOCCOCCOCCNc1nc(N2CCOCC2)nc(N2CCN(C(=O)[C@H](CCCCN)n3cc(CCC(=O)O)nn3)CC2)n1	4	/	0.6	/	/	2	-1	-3	-2	-3.7
CC(C)c1ccc(NC(=O)CNCC(c2ccccc2)N(C)C)cc1 (stereo unspecified)	-6	-1	0.1	6	3	3	-7	4	-10	-2.4
Cc1noc(/C=C/c2nn(C)cc2Cl)c1[N+](=O)[O-]	-9	3	0.9	-6	9	6	-1	6	-11	i
COc1cc(/C=C/c2ccc(/C=C/c3cc(OC)c(OC)c(OC)c3)cc2)cc(OC)c1OC	-35	/	0.8	/	/	2	1	-8	-3	i
CC(C)(O)/C=C/C(=O)C(C)(O)C1C(O)CC2(C)C3CC=C4C(C=C(O)C(=O)C4(C)C)C3(C)C(=O)CC12C (stereo unspecified)	-10	/	1.2	/	/	-6	34*	2	-10	i
COc1cc2c(c(O)c1OC)C1Cc3ccc(OC)c(OC)c3CN1CC2 (stereo unspecified)	-1	/	1.6	/	/	8	-21	/	/	-0.3
COc1ccccc1CC(=O)Nc1ccc2c(c1)OC1(CCCC1)O2	-7	/	2.5	-2	/	27	2	3	4	-2.0
CC(C)(C)N1CC(c2nc3ccccc3n2Cc2ccc(Cl)cc2)CC1=O (stereo unspecified)	-3	-1	/	-10	27	9	-2	4	-2	-0.2
CCC(NS(=O)(=O)c1cnn(CC)c1)c1ccccc1 (stereo unspecified)	4	6	-0.4	-4	1	3	8	5	4	-0.3
CSc1ncccc1C(=O)OCC(=O)N1CCCC1	9	/	-0.9	0	/	1	-2	-6	1	i
CCC(=O)Nc1cccc(NC(=O)COc2ccc(OC)cc2)c1	-3	-5	/	-5	7	4	-3	2	-10	i
O=C(O)CN1C(=O)/C(=C\c2cc(Br)ccc2OCc2ccc(F)cc2)SC1=S	31*	7	-0.2	-19	-2	-2	2	-10	17	i
COc1ccc(Cc2c(C)nc(N)nc2Cl)cc1	-4	1	0.6	-2	8	2	1	-10	-7	i
CCN(CCCNC(=O)C1CCC(=O)N1C(C)C)c1cccc(C)c1 (stereo unspecified)	8	-2	/	-5	12	3	-2	-14	-8	i
Cc1ccc(-c2cc(-c3ccco3)c(C#N)c(=O)[nH]2)cc1	-141	-1	-1.0	1	12	0	-9	-5	-9	-0.8
N#Cc1ccc(-c2ccccc2)nc1Sc1ccc(F)cc1	-1	4	/	6	18	-1	1	-6	-19	-0.7
CC(=O)N=c1scc(-c2ccccc2)n1-c1cccc(O)c1	2	7	1.8	6	38	8	2	8	-6	-0.2
O=C1CC(C(=O)N(c2ccc(F)cc2)C(C(=O)NC2CCCC2)c2ccccn2)CS1 (stereo unspecified)	-16	1	0.4	-4	6	8	4	0	-19	-0.2
O=C(N/N=C/c1ccc(O)cc1)NC12CC3CC(CC(C3)C1)C2	2	5	19*	11	-7	-3	-8	16	/	i
Cc1cc(C)c2c(CC(=O)NN(C)C)coc2c1	10	1	0.7	1	53*	6	2	-3	-35	-0.3
Nc1nc(CSc2nnnn2-c2ccccc2)nc(Nc2ccccc2)n1	10	/	-5.2	/	/	-3	6	/	/	-0.4
NC(=O)[C@@H]1CCCNc2c(I)cc([N+](=O)[O-])cc2C(=O)N[C@@H](CO)C(=O)N[C@@H](Cc2ccc(O)cc2)C(=O)N1	5	1	1.0	-6	-3	-9	-25	-12	2	-0.4
Cc1cc(C(c2cc(C)c(N)c(C)c2)c2ccco2)cc(C)c1N	-5	/	-0.2	0	/	2	-3	-9	27	i
CCCCCCn1c(=O)n2n(c1=O)C[C@]1(OC(=O)Nc3cccs3)CN(S(=O)(=O)c3ccc(C)cc3)C[C@]1(O)C2	-7	/	3.5	/	/	2	25*	9	/	i
CCOC(=O)c1c(NC(=O)CSc2ccccc2C(=O)O)sc(C)c1C	17	5	0.9	2	-13	9	-4	1	-5	i

Single records, as listed above. Order of screens: CCHFV vOTU inh	3CLpro inhibitor	TcdB GH inh	Rv3671c protease	VHR inh abs	Y pestis TopoI	PrPC surface inh	MazEF act	PriA SSB inh	Vc quorum ag
Results for CSc1ncccc1C(=O)OCC(=O)N1CCCC1 = 9	/	-0.9	0	/	1	-2	-6	1	i
Results for CC(=O)N=c1scc(-c2ccccc2)n1-c1cccc(O)c1 = 2	7	1.8	6	38	8	2	8	-6	-0.2
Results for Cc1cc(C)c2c(CC(=O)NN(C)C)coc2c1 = 10	1	0.7	1	53*	6	2	-3	-35	-0.3
Results for O=C(N/N=C/c1ccc(O)cc1)NC12CC3CC(CC(C3)C1)C2 = 2	5	19*	11	-7	-3	-8	16	/	i
Results for CCC(NS(=O)(=O)c1cnn(CC)c1)c1ccccc1 (stereo unspecified) = 4	6	-0.4	-4	1	3	8	5	4	-0.3

Additional entries follow.
SMILES	CCHFV vOTU inh	3CLpro inhibitor	TcdB GH inh	Rv3671c protease	VHR inh abs	Y pestis TopoI	PrPC surface inh	MazEF act	PriA SSB inh	Vc quorum ag
CCNC(=O)O/N=C1\CCCCC1c1ccc([N+](=O)[O-])cc1[N+](=O)[O-] (stereo unspecified)	15	-6	0.9	12	-5	-10	-19	-14	/	i
CCC1=C(c2cc(OC)c(OC)c(OC)c2)C2(CCCC2)C(=O)O1	8	-3	-1.0	-6	13	4	5	3	-14	1.7
CCCN(CCC)C(=O)Cn1c(=O)c2sccc2n2c(=S)sc(-c3ccccc3)c12	-3	0	-2.2	7	16	-1	-1	-45	-9	-0.2
CC(=O)c1ccc(N2CCN(Cc3nc4ccccc4[nH]3)CC2)cc1	-2	-3	-0.1	2	6	-1	3	4	-2	-0.2
COc1ccc(Cl)cc1NS(=O)(=O)c1c(C)[nH]c(C)c1C(=O)N1CCCCC1	6	-12	2.0	-7	47	10	-10	12	4	i
O=c1c2ccccc2nnn1CSc1ncnc2ccccc12	1	4	/	1	39	12	4	1	-9	-5.3
CCCN(CC1CC1)S(=O)(=O)c1ccc(S(N)(=O)=O)cc1	7	-6	1.2	-6	28	2	-2	1	-2	-0.9
CCc1nn(C(C)C(=O)NCCc2ccccc2)c(=O)c2cc3occc3n12 (stereo unspecified)	7	7	0.0	-13	-14	-1	0	-4	34	-1.8
COc1ccc(-c2nnc3n2CCCCC3)cc1	4	-3	2.0	-9	7	0	-2	8	-7	i
CCc1ccc(N2CC(C(=O)OCC(=O)Nc3cc(C)on3)CC2=O)cc1 (stereo unspecified)	-5	2	/	-3	-4	9	6	1	-2	-0.3
O=C(COC(=O)CCCSc1nc2ccccc2[nH]1)NC(=O)NC1CCCC1	5	4	/	3	6	-5	-1	0	-1	i
COc1ccc(CNC(=O)COC(=O)c2[nH]c(C)c(C(C)=O)c2C)cc1OC	11	/	-0.6	-2	/	2	-6	1	6	i
CC(NC(=O)COC(=O)CN1C(=O)c2ccccc2C1=O)c1ccccc1 (stereo unspecified)	-4	/	1.3	14	/	3	-1	-1	5	-1.4
CCC(C(=O)N1CCc2ccccc2C1)n1nc(C)n2c(cc3occc32)c1=O (stereo unspecified)	-6	-6	/	5	-11	-2	-3	3	8	i
Cc1c(Cl)cccc1NC(=O)N1CCCN(c2nc(-c3ccccc3)ns2)CC1	-4	1	0.8	-2	27	-9	5	3	0	i
O=C1NC(=O)C2C3c4ccccc4C(c4ccccc43)C12 (stereo unspecified)	6	4	/	-4	12	1	-6	-8	-6	-0.4
FC(F)(F)c1cccc(OCCN2CCN(Cc3ccccc3)CC2)c1	8	4	/	8	18	10	1	-3	-17	i

2 records drawn at random from the list so far:
SMILES	CCHFV vOTU inh	3CLpro inhibitor	TcdB GH inh	Rv3671c protease	VHR inh abs	Y pestis TopoI	PrPC surface inh	MazEF act	PriA SSB inh	Vc quorum ag
CC(=O)c1ccc(N2CCN(Cc3nc4ccccc4[nH]3)CC2)cc1	-2	-3	-0.1	2	6	-1	3	4	-2	-0.2
Cc1c(Cl)cccc1NC(=O)N1CCCN(c2nc(-c3ccccc3)ns2)CC1	-4	1	0.8	-2	27	-9	5	3	0	i

Only part of the results is shown, so the mix of outcomes need not match the whole.
